Bioassay records as filed in PubChem.
TEAD-YAP inh: TEAD-YAP interaction inhibition | inhibition, % at 9.12 µM | actives 1.4% (n = 640,000) | HEK-TIYL cells, TEAD-Gal4/YAP UAS-luciferase luminescence | AID 1259422; in the data active means inhibition above about 32%;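 further: 0% = median of test compound wells and 100% = reference inhibitor wells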
FBW7 act: human FBW7 E3 ligase activation, primary screen. Q969H0. AlphaScreen FBW7–phospho-cyclin E peptide binding, activator screen. normalized activity (activation), % at 26.1 µM. actives 0.13% (n = 650,000). AID 1259310; in the data active means normalized activity above about 1.9%;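 further: purified mutant Fbw7 with reduced substrate affinity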
Target sequence (Q969H0 whole entry, looked up): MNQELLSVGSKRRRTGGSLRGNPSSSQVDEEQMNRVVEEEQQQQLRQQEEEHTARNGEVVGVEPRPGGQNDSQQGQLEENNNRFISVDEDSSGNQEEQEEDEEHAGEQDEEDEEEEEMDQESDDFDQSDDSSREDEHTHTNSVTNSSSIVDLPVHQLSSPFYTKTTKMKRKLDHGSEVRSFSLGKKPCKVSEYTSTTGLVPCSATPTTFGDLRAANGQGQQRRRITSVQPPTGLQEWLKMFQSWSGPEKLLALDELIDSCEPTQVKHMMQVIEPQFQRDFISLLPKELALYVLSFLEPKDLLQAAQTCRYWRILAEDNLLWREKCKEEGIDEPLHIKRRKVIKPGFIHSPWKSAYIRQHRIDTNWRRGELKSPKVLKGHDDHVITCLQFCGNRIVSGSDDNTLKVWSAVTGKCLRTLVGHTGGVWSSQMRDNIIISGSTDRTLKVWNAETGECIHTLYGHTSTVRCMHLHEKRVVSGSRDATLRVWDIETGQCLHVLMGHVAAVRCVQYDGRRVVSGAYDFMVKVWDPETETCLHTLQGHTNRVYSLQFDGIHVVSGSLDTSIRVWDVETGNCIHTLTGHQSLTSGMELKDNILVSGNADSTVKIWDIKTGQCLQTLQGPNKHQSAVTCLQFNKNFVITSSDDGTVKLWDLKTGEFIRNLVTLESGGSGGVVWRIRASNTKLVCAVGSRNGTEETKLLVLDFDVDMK
MITF inh: blocks human microphthalmia-associated transcription factor; O75030; AlphaScreen MITF homodimerization, bead proximity signal; inhibition, % at 2.6 µM; actives 0.91% (n = 650,000); in the data active means inhibition above about 50%;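 further: 0% = vehicle wells with protein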
GPR151 activ: human GPR151 activation. Q8TDV0. PathHunter beta-arrestin GPR151 cells, luminescence. activation, % at 11.2 µM. actives 1% (n = 650,000). AID 1508602; in the data active means activation above about 4.9%;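 further: 0% = median of compound wells and 100% = cells with positive control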
An asterisk follows results filed as active. Rows are unselected. About 3.4% of those tested had a hit in this group.

nr	SMILES	TEAD-YAP inh	FBW7 act
1	Cc1nc(C)c(S(=O)(=O)NCc2csc(-c3cccs3)n2)s1	-18	0.1
2	CN1CCN(C(c2ccc(F)cc2)c2sc3nc(-c4ccco4)nn3c2O)CC1 (centres undefined)	-4	0.8
3	O=C(Nc1ccc([N+](=O)[O-])cc1)N1CCC(Cc2ccccc2)CC1	-6	0.1
4	O=C(CSc1nnc(Cc2ccccc2)o1)NCCc1ccccc1	-10	-0.1
5	CSc1nc(C)c(C(=O)CNc2ccccc2)cc1C#N	-9	0.1
6	Nc1ccc(S(=O)(=O)Nc2nccnc2Cl)cc1	-8	0.0
7	CC1(C)CC(=O)c2cc3c(N)c(C(=O)c4cccs4)sc3nc2C1	-27	0.1
8	CCCCNC(=O)c1ccc(Cl)c(NC2=NC3CS(=O)(=O)CC3S2)c1 (centres undefined)	14	0.2
9	Cc1nn(-c2ccccc2)c2ncc(C(=O)c3cc(F)ccc3O)cc12	1	0.1
10	Clc1cccc(-c2nc(NCCCN3CCOCC3)c3ccccc3n2)c1	1	-0.2

nr	MITF inh	GPR151 activ
1	-11	-2.3
2	13	-1.0
3	19	0.5
4	-10	-0.8
5	-2	0.8
6	-2	0.2
7	10	-1.4
8	-5	0.2
9	18	-0.8
10	-4	0.8

New compounds follow
nr	SMILES	TEAD-YAP inh	FBW7 act
11	CCC(=O)N1CCN(c2ccc(NC(=O)COc3ccccc3Cl)cc2)CC1	27	0.6
12	CC12CCC(C(=O)Nc3c(Cl)cccc3Cl)(CC1=O)C2(C)C (centres undefined)	-2	0.1
13	CCC(Cc1ccccc1)NS(=O)(=O)c1ccc2c(c1)NC(=O)CC(=O)N2 (centres undefined)	7	-0.2
14	O=C(NCCc1nnc2n1CCN(C(=O)c1c(F)ccc(F)c1F)CC2)C1CCCCC1	2	0.0
15	CNC(=O)COc1ccc2cc(Br)ccc2c1	-20	-0.3
16	O=C(Cn1c2ccccc2c(=O)c2ccccc21)NCc1cccs1	1	0.0
17	COc1cccc(CNC(=O)c2nnn(-c3ccccc3OC)c2N)c1	7	0.0
18	CCCC(=O)Nc1ccc(NC(=O)/C=C/c2ccccc2)cc1	-24	-0.1
19	Cc1ccc(C(C)C)c(OC(=O)CS(=O)c2ccc(S(C)(=O)=O)cc2[N+](=O)[O-])c1 (centres undefined)	-14	-0.1
20	CCOCCn1c(CN2CCC(Cc3ccccc3)CC2)nc2c1c(=O)n(C)c(=O)n2C	-2	-0.5

nr	MITF inh	GPR151 activ
11	12	0.7
12	11	-0.2
13	-6	0.0
14	7	-0.3
15	-1	-0.7
16	2	-0.6
17	7	-0.4
18	-14	0.1
19	0	1.8
20	-4	0.2

4 entries out of the list, ordered by heavy-atom count, highest first:
nr	SMILES	TEAD-YAP inh	FBW7 act
20	CCOCCn1c(CN2CCC(Cc3ccccc3)CC2)nc2c1c(=O)n(C)c(=O)n2C	-2	-0.5
3	O=C(Nc1ccc([N+](=O)[O-])cc1)N1CCC(Cc2ccccc2)CC1	-6	0.1
18	CCCC(=O)Nc1ccc(NC(=O)/C=C/c2ccccc2)cc1	-24	-0.1
6	Nc1ccc(S(=O)(=O)Nc2nccnc2Cl)cc1	-8	0.0

nr	MITF inh	GPR151 activ
20	-4	0.2
3	19	0.5
18	-14	0.1
6	-2	0.2

Next entries follow:
nr	SMILES	TEAD-YAP inh	FBW7 act
21	O=C(CSc1nc2ccccc2s1)Nc1ccc(OC(F)(F)F)cc1	3	0.1
22	COc1ccc(S(=O)(=O)Nc2cccc(N(C)S(C)(=O)=O)c2)cc1Br	5	-0.3
23	Cc1nnc(-n2cccn2)n1N	-10	1.6
24	NC(=O)c1c(NC(=O)c2ccc(Cl)c([N+](=O)[O-])c2)sc2c1CCCCC2	-11	-0.1
25	Cc1ccccc1N1C(=O)c2ccc(C(=O)OCC(=O)NC(N)=O)cc2C1=O	-3	0.7
26	N/C(=N\OC(=O)CCc1ccccc1)c1ccc(Cl)cc1	-4	0.0
27	N#Cc1ccc(C(=O)N2CCCCCC2)c(F)c1	-18	0.5
28	CC(=O)Nc1ccc(NC(=O)c2ccc(NC(=O)c3ccc(C)cc3)cc2)cc1	-2	0.1
29	CCOc1cc(C2NC(C(=O)O)CS2)ccc1OCc1ccc(C)cc1 (centres undefined)	-9	0.1
30	COc1ccccc1NC(=O)Cn1cnc2sc(C(=O)OC(C)C)c(C)c2c1=O	3	-0.2

nr	MITF inh	GPR151 activ
21	-20	1.8
22	5	0.1
23	20	-0.3
24	-4	3.9
25	10	0.0
26	-1	1.8
27	-1	4.2
28	1	0.1
29	-10	-0.7
30	-1	1.2

Brought forward from above: 5 entries; new compounds follow.
nr	SMILES	TEAD-YAP inh	FBW7 act
26	N/C(=N\OC(=O)CCc1ccccc1)c1ccc(Cl)cc1	-4	0.0
27	N#Cc1ccc(C(=O)N2CCCCCC2)c(F)c1	-18	0.5
28	CC(=O)Nc1ccc(NC(=O)c2ccc(NC(=O)c3ccc(C)cc3)cc2)cc1	-2	0.1
29	CCOc1cc(C2NC(C(=O)O)CS2)ccc1OCc1ccc(C)cc1 (centres undefined)	-9	0.1
30	COc1ccccc1NC(=O)Cn1cnc2sc(C(=O)OC(C)C)c(C)c2c1=O	3	-0.2
31	Cc1ccccc1CSCC(=O)Nc1c(C)n(C)n(-c2ccccc2)c1=O	3	-0.1
32	CCCc1nc2ccccc2n1CCOC	2	-0.1
33	C=CCN1C(=O)/C(=C\c2ccsc2)SC1=S	3	-0.1
34	O=C(CSCC(=O)c1ccc2c(c1)Cc1ccccc1-2)Nc1ccc2ccccc2c1	15	0.1
35	O=C(NC1CCCC1)c1ccc(Cl)cc1Cl	-12	0.2
36	Cn1c(SCC(=O)Nc2ccccn2)nc2ccccc21	-2	0.1
37	O=C(NCCCO)c1c(O)c2ccccc2[nH]c1=O	-18	-0.3
38	Oc1ccc(Cl)cc1C1=NNC(c2cc(Br)cc3c2OCOC3)C1 (centres undefined)	1	0.2
39	Brc1ccc(-c2cc(-c3ccccc3)nc(-c3ccccc3)n2)cc1	2	0.0
40	COc1cccc(-c2nnn(CC(=O)N3CCOCC3)n2)c1	-5	0.0

nr	MITF inh	GPR151 activ
26	-1	1.8
27	-1	4.2
28	1	0.1
29	-10	-0.7
30	-1	1.2
31	8	-0.4
32	4	0.2
33	9	-0.3
34	6	0.7
35	14	0.4
36	8	0.6
37	-1	-0.8
38	-2	2.5
39	44	-2.2
40	4	0.7

The results go on.
nr	SMILES	TEAD-YAP inh	FBW7 act
41	C=CCOc1cccc(C(=O)N2CCc3c(cnc(C)c3CNS(C)(=O)=O)C2)c1	7	0.2
42	COc1ccc(CNC(=O)[C@@H](NS(=O)(=O)c2ccccc2F)C(C)C)cc1OC	3	0.1
43	COC(=O)CNS(=O)(=O)c1ccc(OC)c([N+](=O)[O-])c1	-3	1.0
44	CCNc1nc(Nc2cc(OC)c(OC)c(OC)c2)c2ncn(-c3ccccc3)c2n1	47*	-0.1
45	Cc1nn(Cc2ccc(Cl)cc2)c(Cl)c1/C=C/C(=O)O	6	-0.1
46	COc1ccc(C)cc1NC(=O)c1[nH]c(C)c(C(C)=O)c1C	10	0.2
47	O=C(NCc1cccnc1)c1cc(-c2ccccc2O)on1	-15	-0.2
48	COCCN(CC(=O)NCC1CCCO1)C(=O)CCC(=O)Nc1nccs1 (centres undefined)	-4	0.1
49	O=S(=O)(c1ccc(Cl)cc1)N1CCN(c2ncnc3c2nnn3-c2cccc(F)c2)CC1	9	0.6
50	Cc1cc(C(=O)OCc2nc3ccccc3s2)c(C)o1	-17	0.0

nr	MITF inh	GPR151 activ
41	0	-0.9
42	-2	-1.6
43	16	-3.2
44	10	-0.4
45	8	0.4
46	4	1.9
47	-3	0.2
48	23	-1.4
49	10	-1.1
50	6	-1.4

The list goes on.
nr	SMILES	TEAD-YAP inh	FBW7 act
51	CCOC(=O)C1CCCN(C(=O)Nc2cccc(Cl)c2)C1 (centres undefined)	1	0.9
52	Cc1cc(C)n2nc(C(=O)NCc3cccs3)cc2n1	-11	-0.2
53	COc1ccccc1C(=O)OCCOc1ccc(C)cc1	5	0.2
54	CC(C(=O)NCCc1ccc(Cl)cc1)n1ncn2cccc2c1=O (centres undefined)	7	-0.2
55	O=C(Cc1cn(-c2ccc(Nc3ccc4ncccc4c3)nn2)c2ccccc12)NC1CCN(Cc2ccccc2)CC1	4	-0.2
56	CCc1nn(CC(=O)N(C)C2CCCCC2)c(=O)c2cc3occc3n12	-8	-0.1
57	COc1cccc(CC(=O)Nc2ccc(-c3cn[nH]c3)cc2OC2CCN(C)CC2)c1	-22	0.3
58	CCOC(=O)c1c(Nc2ccc3nonc3c2[N+](=O)[O-])sc2c1CCCC2	-4	-0.1
59	COc1ccc2cc3c(N)nn(C(=O)/C=C/c4cccs4)c3nc2c1	25	0.2
60	O=C(Nc1cccc2c1C(=O)N(c1ccccc1)C2=O)c1cccs1	-3	-0.2

nr	MITF inh	GPR151 activ
51	1	-2.4
52	-13	1.9
53	-6	0.1
54	25	-0.9
55	17	0.1
56	-3	-0.4
57	-13	0.0
58	-1	-1.2
59	7	-0.6
60	-2	2.0

(cont.)
nr	SMILES	TEAD-YAP inh	FBW7 act
61	C=CCNC(=O)CN1C(=O)NC2(CCC(C)CC2)C1=O (centres undefined)	-5	0.1
62	COc1ccc(C(=O)CC(=O)C(=O)Nc2ccc(C(C)=O)cc2)cc1	1	-0.4
63	COc1ccccc1C/C(N)=N/OC(=O)c1ccc(C)c(C)c1	-5	0.2
64	O=C1c2ccccc2NC(c2cccc([N+](=O)[O-])c2)N1c1ccc2ccccc2c1 (centres undefined)	-42	-0.2
65	CCOC(=O)CNC(=O)c1ccc2[nH]c3c(c2c1)CCCC3	4	0.1
66	O=C1C=C(NNC(=O)c2ccncc2)CC(c2ccco2)C1 (centres undefined)	1	-0.2
67	O=C1c2cccc3cccc(c23)C(=O)N1CCCNCCO	18	-0.1
68	CCN(C(=O)c1ccc(C(=O)N(CC)c2ccccc2C)cc1)c1ccccc1C	-9	0.0
69	CC(C)[C@@H](Cn1nc(C2CC2)ccc1=O)NC(=O)Cc1cccs1	12	-0.1
70	O=C(Cn1c2c(c(-c3ccccc3)cc1=O)CCCC2)NCc1ccc2c(c1)OCO2	-17	0.3

nr	MITF inh	GPR151 activ
61	-9	1.9
62	5	-0.6
63	18	-0.2
64	2	-0.9
65	8	0.1
66	3	4.5
67	-1	0.8
68	-1	-0.9
69	5	0.0
70	-2	-0.3

Later entries
nr	SMILES	TEAD-YAP inh	FBW7 act
71	Cc1ccc(S(=O)(=O)NCCNC(=O)c2ccccc2)cc1	9	1.5
72	O=C(NCCC1=CCCCC1)c1oc(=O)c2ccccc2c1-c1ccccc1	6	0.1
73	COc1cc(/C=C2\SC(=Nc3ccccc3)N(c3ccccc3)C2=O)ccc1OCc1ccccc1F	10	0.2
74	CCN(c1ncnc2c1c(-c1ccccc1)cn2-c1ccc(C)c(Cl)c1)C1CCCCC1	-8	-0.1
75	O=C(CSc1nnc2[nH]c(=O)ccn12)Nc1ccc([N+](=O)[O-])cc1	11	0.0
76	Cc1cc2nn(-c3ccc(Cl)cc3)nc2cc1NC(=O)c1cccnc1Cl	-7	0.1
77	C/C(=N/OC(=O)c1ccccc1)C(=O)c1cccs1	-6	-0.1
78	Cc1ccc(OCC(O)CNC(C)C)cc1 (centres undefined)	1	0.8
79	CC(=O)Nc1ccc(NC(=O)c2ccc(COc3ccc(C)cc3)o2)cc1	-11	0.0
80	COc1ccc(CNC(=O)[C@H]2C=CCN2C(=O)NC2CCCCC2)cc1	9	0.3

nr	MITF inh	GPR151 activ
71	7	-0.5
72	10	-0.3
73	1	1.3
74	-2	0.4
75	12	0.9
76	13	0.1
77	9	-1.0
78	-2	0.3
79	11	-4.3
80	1	0.8

Going on with the list.
nr	SMILES	TEAD-YAP inh	FBW7 act
81	O=C(NCc1ccco1)C(Cc1ccccc1)NS(=O)(=O)c1ccc(Cl)cc1 (centres undefined)	8	-0.1
82	CC(=O)c1sc(-c2c(C)nc3sccn23)nc1C(C)(C)C	-5	0.1
83	Cc1cc(NC(=O)COC(=O)c2ccc([N+](=O)[O-])o2)n(-c2ccccc2)n1	7	0.0
84	Cc1cc(-c2ccccc2)nc(Nc2nc(C)c3ccccc3n2)n1	6	-0.1

nr	MITF inh	GPR151 activ
81	8	-0.8
82	18	0.0
83	11	-1.2
84	-1	-1.0

One compound at a time (already shown). Screens in order: TEAD-YAP inh | FBW7 act | MITF inh | GPR151 activ
Listed for `CC(=O)c1sc(-c2c(C)nc3sccn23)nc1C(C)(C)C` → -5 | 0.1 | 18 | 0.0
Listed for `O=C(NCc1ccco1)C(Cc1ccccc1)NS(=O)(=O)c1ccc(Cl)cc1` (centres undefined) → 8 | -0.1 | 8 | -0.8
Listed for `Cc1cc(-c2ccccc2)nc(Nc2nc(C)c3ccccc3n2)n1` → 6 | -0.1 | -1 | -1.0
